Compound activity from PubChem.
Tb PYK inh = qHTS of Trypanosoma Brucei Inhibitors | pyruvate kinase (Trypanosoma brucei), Q57TT1 | TbPYK enzyme, Kinase-Glo Plus ATP luminescence, 45 min | Potency, µM (highest dose often 76.8 µM), inactives show top-dose activity, negative = inhibition, hits mostly inhibitors | hit rate 0.12% among 410,000; also: potency is read from the fitted curve at half-maximal effect; nearly all actives have a fitted effect of over 50% in size
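Quantitative HTS: titrated library compounds versus trypanosomal pyruvate kinase in TEA buffer (pH 7.2) containing KCl, MgCl2, BSA and Tween-20. Reactions were initiated with ADP, 130 uM final. Kinase-Glo Plus luminescence was read after 45 min at RT.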
Sm TGR block = qHTS Assay for the Inhibitors of Schistosoma Mansoni Peroxiredoxins; purified TGR, DTNB reduction, TNB absorbance 405 nm; AID 485364, 2010; hit rate 3% among 360,000; Potency, µM (titrated, usually from 114 µM), inactives show at the highest dose activity change, negative = inhibition, hits mostly inhibitors; Schistosoma mansoni thioredoxin glutathione reductase (TGR), Q962Y6; also: potency is read from the fitted curve at half-maximal effect; nearly all actives have a fitted effect of over 60% in size
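Kinetic colorimetric format: TGR-catalysed, NADPH-driven DTNB reduction monitored via TNB absorbance. Enzyme dispensed at 20 nM; compound exposure 15 min at room temperature before reaction start.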
HCMV antiviral = qHTS Assay for inhibitors of the human cytomegalovirus (HCMV) | hit rate 4.5% among 410,000 | AID 1259415, 2018 | HFF cells, HCMV-luciferase reporter, 72 h; stronger effect = lower value | activity change, negative = inhibition, % at 57.5 µM; in the data active = activity change below about -60%; inconclusive = no clear call, values can overlap the other calls; inactive = above about -39%
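Two-dose cell screen: HFF monolayers treated with compounds and infected with luciferase-expressing HCMV at 1 PFU/cell, 72 h at 37C, then lysed for luciferase measurement.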
LmPK inhibitor = qHTS Assay for Inhibitors of Leishmania Mexicana Pyruvate Kinase (LmPK); Q27686; purified LmPK, Kinase-Glo ATP luminescence, 1 h; Potency, µM (series often up to 57.5 µM), inactives show at the highest dose activity change, negative = inhibition, hits mostly inhibitors; hit rate 0.37% among 290,000; also: potency is read from the fitted curve at half-maximal effect
Target sequence (Q27686 whole entry, looked up): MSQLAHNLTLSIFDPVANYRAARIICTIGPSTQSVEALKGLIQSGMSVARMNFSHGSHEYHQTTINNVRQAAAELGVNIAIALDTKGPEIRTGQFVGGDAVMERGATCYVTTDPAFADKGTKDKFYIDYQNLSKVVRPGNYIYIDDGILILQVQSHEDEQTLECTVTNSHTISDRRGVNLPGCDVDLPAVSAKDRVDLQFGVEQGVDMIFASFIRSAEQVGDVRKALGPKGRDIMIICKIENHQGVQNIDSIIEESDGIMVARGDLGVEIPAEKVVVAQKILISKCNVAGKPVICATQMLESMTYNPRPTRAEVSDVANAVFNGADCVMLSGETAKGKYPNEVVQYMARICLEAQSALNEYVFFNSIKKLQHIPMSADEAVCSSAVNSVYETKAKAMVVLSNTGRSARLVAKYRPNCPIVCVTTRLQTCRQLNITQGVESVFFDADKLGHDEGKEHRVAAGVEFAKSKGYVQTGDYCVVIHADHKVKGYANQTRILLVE
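Kinase-Glo luminescence read after 1 h RT reaction of 0.1 nM LmPK with 0.5 mM PEP and 0.1 mM ADP. Activity scaled between uninhibited and enzyme-free controls.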
AmpC no deterg = qHTS Inhibitors of AmpC Beta-Lactamase (assay without detergent); AmpC nitrocefin hydrolysis, absorbance 480 nm, 0.0001% Triton; Potency, µM (doses to about 57.1 µM), inactives show at the top dose activity change, negative = inhibition, usual class: inhibitors; hit rate 0.52% among 330,000; AID 485341, 2010; P00811;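 also: potency is read from the fitted curve at half-maximal effect; plate controls were no compound for no effect and no enzyme for full effect; nearly all actives have a fitted effect of over 20% in size; some results filed as inactive show a strong effect at the top dose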
Target sequence (P00811 whole entry, looked up): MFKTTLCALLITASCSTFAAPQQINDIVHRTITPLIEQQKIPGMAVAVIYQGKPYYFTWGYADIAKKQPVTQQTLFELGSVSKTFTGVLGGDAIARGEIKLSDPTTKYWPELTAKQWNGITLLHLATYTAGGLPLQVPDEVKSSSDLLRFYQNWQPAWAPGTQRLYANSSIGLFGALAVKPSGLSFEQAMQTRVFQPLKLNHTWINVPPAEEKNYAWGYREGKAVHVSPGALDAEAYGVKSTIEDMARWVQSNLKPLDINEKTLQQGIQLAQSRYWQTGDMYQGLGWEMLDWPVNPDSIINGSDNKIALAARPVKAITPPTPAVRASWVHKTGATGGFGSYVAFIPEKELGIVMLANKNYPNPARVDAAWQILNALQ
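AmpC (5.3 nM in the dispensed reagent) in 20 mM phosphate pH 7.0 with 0.01% (detergent screen) or 0.0001% Triton X-100 was preincubated with compounds for 15 min at room temperature. Nitrocefin was then added from an 800 uM solution, and hydrolysis was followed at 480 nm.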
AMA1-RON2 inh = qHTS for Inhibitors of AMA1-RON; Towards Development of Antimalarial Drug Lead: Primary Screen. hit rate 0.2% among 360,000. AID 720542, 2013. AlphaScreen AMA1-biotinylated RON2 peptide binding. Plasmodium falciparum AMA1 (3D7) - RON2 peptide interaction. Potency, µM (doses to about 58.2 µM), inactives show at the top dose activity change, negative = inhibition, usual class: inhibitors;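 also: potency is read from the fitted curve at half-maximal effect; 0% = vehicle wells and -100% = peptide control; nearly all actives have a fitted effect of over 45% in size; some results filed as inactive show a strong effect at the top dose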
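AMA1 (3D7) with his tag at 25 nM final met compounds first, then biotinylated RON2 peptide at 25 nM; detection used donor plus acceptor beads, 10 µg/mL apiece, read by AlphaScreen after 30 min at room temperature.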
AmpC inh detg = qHTS Inhibitors of AmpC Beta-Lactamase (assay with detergent); P00811; AmpC hydrolysis of nitrocefin, absorbance 480 nm, 0.01% Triton; Potency, µM (top dose mostly 114 µM), for inactives: top-dose activity change, negative = inhibition, actives largely listed as inhibitors; hit rate 0.041% among 370,000;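 also: potency is read from the fitted curve at half-maximal effect; 0% = no-compound wells and -100% = no-enzyme wells; nearly all actives have a fitted effect of over 25% in size; some results filed as inactive show a strong effect at the top dose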
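20 mM phosphate pH 7.0 + 0.01% (detergent screen) or 0.0001% Triton X-100; 5.3 nM AmpC reagent; cpd preinc 15 min RT; nitrocefin (800 uM stock) to start; A480 q20 s × 4 min; Activity was normalised to no-enzyme and no-compound control wells.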
Numbers without * were called inactive; u = inconclusive; x = not tested or not shown; & = joins results of further samples; [ ] = dose if it differs, or a comment. Unless noted, calls follow the shape of the dose curve; as a rule, active = well fitted curve in the direction sought with a large enough effect; inconclusive = small, poorly fitted or top-dose-only effect, or another doubt; inactive = no such curve, though single readings can be large; an effect the other way counts as inactive or inconclusive. Unless noted, % is scaled to controls: 0 for no effect and ±100 for the full control effect. No enrichment for hits; overall some 7.4% were active at least once.

Values run as follows: Tb PYK inh | Sm TGR block | HCMV antiviral | LmPK inhibitor | AmpC no deterg | AMA1-RON2 inh | AmpC inh detg
Clc1ccc(CN2CCSCC2)cc1Cl
    7% | 3% | -1 | -5% | -8% | u | -6%
CCN(c1ccccc1)S(=O)(=O)c1ccc(NC(=O)c2cc(=O)c3cc(C)ccc3o2)cc1
    3% | 3% | 19 | x | x | x | 10%
Nc1cc(=O)[nH]c(SCC(=O)Nc2ccc(N3CCCCC3)cc2)n1
    -12% | x | 10 | x | -23% | 1% | x
CCOC(=O)c1cnc2c(-c3ccc(Cl)cc3)c(C)nn2c1N
    1% | -18% | 17 | 2% | -31% | 49%[activator] | 0%
CC(=O)NC(C)(c1ccccc1)c1nc(-c2cnc3ccccc3c2)cs1 (stereo unspecified)
    11% | x | 25 | x | x | 6% | x
Cc1cc(OCC(F)(F)C(F)(F)C(F)(F)C(F)F)nc(N)n1
    -1% | 7% | 24 | -1% | 21% | -7% | -2%
CCC(=O)N(Cc1ccc2c(c1)OCO2)Cc1cc2cc(OC)ccc2[nH]c1=O
    -5% | 0% | -16 | 3% | -13% | 8% | 7%
O=c1[nH]c(CN2CCCCC2)ccc1O
    -9% | x | -24 | x | x | u | x
Cc1cccc(N2CCN(C(=O)c3ccccc3SCC(=O)N3CCCC3)CC2)c1C
    3% | -1% | -27 | x | 140%[activator] | -18% | -3%
COCCN(C)C(=O)CCc1nnc(Cc2ccc(-c3ccccc3)cc2)o1
    2% | 10% | -11 | -6% | 175%[activator] | 11% | 3%
COc1ccc(N2CCN(C(=O)CSc3ccc([N+](=O)[O-])cc3)CC2)cc1
    -5% | -5% | -65* | 2% | -8%[11.4 µM] | u | -12%
CCC(CC)CN1C(N(C)C)=NC[C@@H]1CC(C)C
    4% | -10% | -2 | x | 3% | 0% | u
CCNC(=O)NC(=O)C(C)OC(=O)c1cccn1C (stereo unspecified)
    0% | -10% | 6 | -2% | -12% | 6% | -5%
COc1ccc(C(CNC(=O)COc2cc(C)c(Cl)c(C)c2)N2CCCCC2)cc1 (stereo unspecified)
    -3%&0% | 0%&4% | -5&-16 | -1% | 37% | 0% | -8%&17%
CCOC(=O)c1c(-c2ccc(OC)cc2)csc1/N=C/N(C)C
    -8% | -3% | u | -1% | 10% | -9% | -5%
CC(C)N(C(=O)Cn1c(SCC(=O)NCc2ccc3c(c2)OCO3)nc2ccccc21)C(C)C
    3% | -5% | -4 | 0% | 32% | -4% | -2%
O=C(c1ccc(S(=O)(=O)N2CCCCC2)cc1)N1CCN(Cc2ccc3c(c2)OCO3)CC1
    1% | -13% | -19 | 3% | 149%[activator] | -14% | -7%
CC1CCCN(C(=O)COC(=O)CSc2ccc(C(N)=O)cc2[N+](=O)[O-])C1 (stereo unspecified)
    1% | -20% | -11 | x | -10% | 20% | -1%
COc1ccccc1NC(=O)CCn1cnc2onc(-c3ccc(F)cc3)c2c1=O
    -3% | 9% | 0 | x | x | x | 3%
CN1CCN(C2=C(NS(=O)(=O)c3ccccc3)C(=O)c3ccccc3C2=O)CC1
    1% | u | x | 3% | -24% | -7% | 4%

Copied from the list.
CC1CCCN(C(=O)COC(=O)CSc2ccc(C(N)=O)cc2[N+](=O)[O-])C1 (stereo unspecified) in AmpC inh detg is entered as -1%
O=C(c1ccc(S(=O)(=O)N2CCCCC2)cc1)N1CCN(Cc2ccc3c(c2)OCO3)CC1 in Tb PYK inh is entered as 1%

Following part.
Values run as follows: Tb PYK inh | Sm TGR block | HCMV antiviral | LmPK inhibitor | AmpC no deterg | AMA1-RON2 inh | AmpC inh detg
Cc1ccc(/C=C/c2onc(C)c2S(=O)(=O)N2CCC(C(=O)Nc3cccc(C#N)c3)CC2)cc1
    4% | -1% | -3 | x | x | x | 1%
CCCCn1c(N)c(N(CC(C)C)C(=O)c2ccc([N+](=O)[O-])o2)c(=O)[nH]c1=O
    0% | -20% | -32 | x | -6% | -9% | 2%
O=C(Cn1c(C(F)(F)F)nc2ccccc21)NCCN1CCCC1
    -12% | -8% | 40 | 0% | -11% | 8% | -9%
O=S(=O)(c1cccc2nsnc12)N1CCN(C/C=C\c2ccccc2)CC1
    4% | 18% | 14 | 5% | 51% | -5% | 2%
O=C(CNCc1ccccc1)Nc1cccc(Cl)c1Cl
    5% | 4% | -38 | 4% | -3% | -10% | u
COc1ccc(NC(=O)CCc2c(C)nn(-c3ccc(N4CCCCC4)nn3)c2C)cc1Cl
    -8% | -1% | 152 | x | x | x | 0%
Cc1ccnc(NS(=O)(=O)c2ccc(NC(=O)c3oc4ccc(F)cc4c3C)cc2)n1
    -8% | -24% | 7 | 0% | -42% | 3% | -12%
Cc1cc(NC(=O)CSc2nc3c([nH]c4ccccc43)c(=O)n2-c2cccc(C(F)(F)F)c2)no1
    -8% | 2% | x | 1% | u | -6% | 0%
CC(C)CC(c1nnnn1C1CCCCC1)N1CCN(c2ncccn2)CC1 (stereo unspecified)
    2% | 4% | -21 | -1% | -5% | -11% | 11%
O=[N+]([O-])c1ccc(N2CCCCC2)nc1N1CCCCC1
    0% | 5% | -36 | 2% | -28% | u | -2%
CCC(Sc1nc2ncccc2[nH]1)C(=O)NCCc1ccccc1 (stereo unspecified)
    -3% | -5% | -61* | -9% | -18% | 0% | -13%
Cc1ccc(S(=O)(=O)N(C)c2ccc(OC(=O)c3cccs3)cc2)cc1
    -4% | x | 13 | x | -7% | -12% | x
Cc1cc(C)c(NC(=O)CCCN2CCCC2)c(C)c1
    -2% | 0% | -67* | 5% | 8% | -2% | u
CCOc1ncccc1C(=O)OCC(=O)Nc1ccc(C(C)C)cc1
    5% | 0% | -7 | -7% | -2% | 2% | -6%
Cc1onc(C(=O)N2CCC(Cc3ccccc3)CC2)c1[N+](=O)[O-]
    -18% | -4% | -91* | 0% | -12% | -6% | -1%
COc1ccc(Cc2c(C(C)(C)C)nc3c(C)cc(Br)cn23)c(C)c1
    3% | x | -31 | x | x | -1% | x
CN(C)c1ccc(CNC(=O)c2cccn2-c2nnc(N3CCCCC3)s2)cc1
    -10% | -12% | 2 | x | x | x | 2%
Cc1ccc(C(=O)N/C(=C\c2ccco2)C(=O)NCCCn2ccnc2)cc1C
    2% | 2% | 99 | 7% | 9% | 17µM* | 4%
COC(=O)c1ccc2nc(-c3ccc(OC)c(OC)c3)c(Cc3ccc(C)cc3)n2c1
    6% | x | -20 | x | x | -13% | x
C[C@@H]1[C@H](c2ccccc2)Oc2ccc(Cl)cc2S(=O)(=O)N1CC1CCCN1C(=O)OC(C)(C)C (stereo partly specified)
    1% | x | -33 | x | x | -9% | x

Part of the list above, with each value named.
SMILES: C[C@@H]1[C@H](c2ccccc2)Oc2ccc(Cl)cc2S(=O)(=O)N1CC1CCCN1C(=O)OC(C)(C)C (stereo partly specified)
  Tb PYK inh: 1%
  Sm TGR block: x
  HCMV antiviral: -33
  LmPK inhibitor: x
  AmpC no deterg: x
  AMA1-RON2 inh: -9%
  AmpC inh detg: x

SMILES: Cc1ccc(S(=O)(=O)N(C)c2ccc(OC(=O)c3cccs3)cc2)cc1
  Tb PYK inh: -4%
  Sm TGR block: x
  HCMV antiviral: 13
  LmPK inhibitor: x
  AmpC no deterg: -7%
  AMA1-RON2 inh: -12%
  AmpC inh detg: x

SMILES: COC(=O)c1ccc2nc(-c3ccc(OC)c(OC)c3)c(Cc3ccc(C)cc3)n2c1
  Tb PYK inh: 6%
  Sm TGR block: x
  HCMV antiviral: -20
  LmPK inhibitor: x
  AmpC no deterg: x
  AMA1-RON2 inh: -13%
  AmpC inh detg: x

Next compounds follow.
Values run as follows: Tb PYK inh | Sm TGR block | HCMV antiviral | LmPK inhibitor | AmpC no deterg | AMA1-RON2 inh | AmpC inh detg
NNC(=O)c1cccc(Cn2cc(Br)c([N+](=O)[O-])n2)c1
    0% | 6% | -12 | -1% | -46% | 66%[activator] | -2%
COC(=O)C(Nc1ccccc1Cl)(c1cc(C)c(O)c(C)c1)C(F)(F)F (stereo unspecified)
    3% | 0% | -78* | 8% | -18% | 7% | u
FC(F)(F)c1cccc(-n2cccc2/C=N/n2cnnc2)c1
    1% | -24% | -20 | -3% | -3% | -4% | u
CCOc1ccc(NC(=O)C(=O)NCCc2ccccc2)cc1
    11% | 6% | 4 | x | x | x | 10%
Cc1ccc(CC(=O)N(C)CC(=O)Nc2ccc(N3CCOCC3)cc2)cc1C
    0% | -5% | -21 | x | u | 10% | 1%
CC(=O)Nc1nonc1-c1nc2ccccc2n1Cc1ccccc1Br
    -8% | 6% | u | x | x | x | 2%
Cc1ccc(-c2nc3c(Cl)cc(C(F)(F)F)cn3c2Cc2cccc(F)c2)cc1
    -15% | x | 4 | x | x | -1% | x
CCOc1nc(Nc2ccc(OC)cc2)nc(N2CCOCC2)n1
    6% | 12% | -32 | 3% | -15% | -2% | 0%
Oc1ccccc1C1=Nc2ccccc2N=C(c2cccs2)C1
    2% | -23% | -36 | 3% | -30% | 13% | -10%
C=CCOc1ccc(C2NC(=S)NC3=C2CCc2ccccc23)cc1 (stereo unspecified)
    -4% | 56µM* | 49 | -4% | u | 33%[activator] | -14%
CCn1cc(C=C2C(=O)c3ccccc3C2=O)c2ccccc21
    -1% | -1% | 17 | -4% | -25% | 14% | u
CC(=O)N1CCN(Cc2ccc(Cl)nc2)CC1
    -2% | 0% | -78* | 1% | 5% | -10% | 2%
Cc1cccc(OCC(=O)Nc2cccc(O)c2)c1
    -7% | 0% | 114 | 1% | -18% | -2% | 0%
